# Compound activity (PubChem)
# Rac1 mut GTP – human Rac1 activated mutant GTP binding change. P63000. GST-Rac1 activated beads, fluorescent GTP binding, flow cytometry; actives lie on both sides; 100% means binding = to untreated wells. percent activity (GTP binding), % at 10 µM. hit rate 0.11% among 190,000. AID 764;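 active = GTP binding at least 20 percentage points away from the 100% baseline, in either direction, so actives lie on both sides; inconclusive = Compound likely fluorescent itself, or too few beads counted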
# Avidin bead fluor – avidin bead compound fluorescence profile. Avidin beads, compound fluorescence 488/530 nm, flow cytometry; active compounds read high. fluorescence (KMESF) at 10 µM. hit rate 0.38% among 220,000. AID 1775; in the data active = fluorescence above about 47; note: inactives centre near 10
# Cdc42 wt – human Cdc42 wildtype GTP binding change, either direction. AID 761. percent activity (GTP binding), % at 10 µM. hit rate 0.2% among 190,000. GST-Cdc42 beads, Bodipy-GTP binding, flow cytometry; actives lie on both sides;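 active = percent activity GTP binding at least 20 points away from the 100% baseline, either down as inhibitor or up as activator; inconclusive = compound flagged as likely green fluorescent from well-wide comparison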;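 note: median bead fluorescence of bound Bodipy-FL-GTP at 100 nM; 0% = excess unlabeled GTP control and 100% = no compound control; below 100% means less GTP binding so inhibitor and above means activator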
# Target sequence (P60953 whole entry, looked up): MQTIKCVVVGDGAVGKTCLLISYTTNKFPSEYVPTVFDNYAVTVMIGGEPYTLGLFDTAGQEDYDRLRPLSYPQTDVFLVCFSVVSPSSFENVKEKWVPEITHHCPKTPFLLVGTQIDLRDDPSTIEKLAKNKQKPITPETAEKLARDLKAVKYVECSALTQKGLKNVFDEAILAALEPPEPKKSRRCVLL
# Mcl1-Noxa inh – Mcl-1/Noxa interaction inhibition; Q07820; TR-FRET Mcl-1/Noxa peptide binding, 2 h; inhibition, % at 21.7 µM; hit rate 1.5% among 220,000; AID 1022;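 active = compounds that cut the protein-peptide binding signal by more than 50% relative to plate controls in a single-dose test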;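 note: His-tagged Mcl-1 with rhodamine Noxa BH3 peptide and terbium anti-His antibody; 0% = Mcl-1 plus Noxa peptide wells and 100% = peptide-only wells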
# Pf gamet viab – kills late stage P. falciparum gametocytes. inhibition, % at 10.9 µM. P. falciparum stage V gametocytes, ATP luminescence, 24 h. hit rate 0.065% among 150,000. AID 743093;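 active = inhibition above the mean plus 3 SD of compounds within the control limits, set per campaign, cut at about 38% in these data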;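 note: 0% = DMSO wells and 100% = medium only without gametocytes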
# Rab2A wt mod – changes GTP binding to wildtype dog Rab2A, up or down; P61105; GST-Rab2 wt beads, Bodipy-GTP binding, flow cytometry; GTP binding activity, % at 10 µM; hit rate 0.19% among 190,000; AID 760;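 active = GTP binding activity at least 20 points away from 100%, either lowered or raised; inconclusive = signal likely due to the compound's own green fluorescence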;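 note: 0% = beads with excess unlabeled GTP and 100% = no-compound control corrected for plate trend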
# ABCG2 inh – human ABCG2 inhibition, ABCB1 as counter-screen; Q9UNQ0; IgMXP3 cells, JC-1 efflux, flow cytometry; inhibition, % at 6.6 µM; hit rate 0.1% among 190,000; AID 1325;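 active = inhibition above 80%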;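 note: 0% = DMSO and 100% = nicardipine control wells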
# Target sequence (Q9UNQ0 whole entry, looked up): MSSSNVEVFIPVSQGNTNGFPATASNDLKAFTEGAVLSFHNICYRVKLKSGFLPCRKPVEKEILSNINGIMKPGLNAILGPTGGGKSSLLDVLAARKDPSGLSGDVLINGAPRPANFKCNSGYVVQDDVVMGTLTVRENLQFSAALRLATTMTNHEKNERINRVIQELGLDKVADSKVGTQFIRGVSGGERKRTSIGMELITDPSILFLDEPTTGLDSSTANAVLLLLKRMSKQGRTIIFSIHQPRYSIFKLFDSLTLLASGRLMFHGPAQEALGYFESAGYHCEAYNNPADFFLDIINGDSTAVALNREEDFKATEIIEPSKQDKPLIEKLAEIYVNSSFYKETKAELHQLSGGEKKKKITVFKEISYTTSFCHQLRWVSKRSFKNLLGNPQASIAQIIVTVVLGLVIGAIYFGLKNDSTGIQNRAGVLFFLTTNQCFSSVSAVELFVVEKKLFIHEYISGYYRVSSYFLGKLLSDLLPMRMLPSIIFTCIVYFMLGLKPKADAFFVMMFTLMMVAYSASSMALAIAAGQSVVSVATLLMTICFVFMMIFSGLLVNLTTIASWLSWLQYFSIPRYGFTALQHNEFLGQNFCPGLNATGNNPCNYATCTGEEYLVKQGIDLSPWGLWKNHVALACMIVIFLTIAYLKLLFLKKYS
#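 Test system: IgMXP3 (ABCG2) plus far-red-tagged CCRF-Adr (ABCB1) cells. Reagent: JC-1 dye as substrate. Timing: 10 min exposure at 25 °C with rotation, no wash. Measured by: flow cytometric JC-1 green MFI at 530 nm. Read-out: percent efflux inhibition, scaled nicardipine 100% to DMSO 0%. Control set: nicardipine and DMSO wells.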
# ABCB1 inh – blocks JC-1 efflux by human ABCB1 transporter | CCRF-Adr cells, flow cytometry | inhibition, % at 6.6 µM | hit rate 0.067% among 190,000 | AID 1326; in the data active = inhibition above about 40%;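 note: 0% = vehicle and 100% = reference inhibitor; higher value means more JC-1 retained so stronger ABCB1 efflux block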
# HRas wt GTP bind – modulators of GTP binding to human HRas wildtype; GTP binding activity, % at 10 µM; GST-Ras wt beads, Bodipy-FL-GTP binding, flow cytometry; actives lie on both sides; AID 759; hit rate 0.14% among 190,000;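 active = GTP binding activity at least 20% away from the 100% baseline, either lowered as inhibitor or raised as activator; inconclusive = flagged as likely green fluorescent, judged across all proteins in the well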;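 note: 0% = unlabeled GTP competition control and 100% = no-compound control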
# Target sequence (P01112 whole entry, looked up): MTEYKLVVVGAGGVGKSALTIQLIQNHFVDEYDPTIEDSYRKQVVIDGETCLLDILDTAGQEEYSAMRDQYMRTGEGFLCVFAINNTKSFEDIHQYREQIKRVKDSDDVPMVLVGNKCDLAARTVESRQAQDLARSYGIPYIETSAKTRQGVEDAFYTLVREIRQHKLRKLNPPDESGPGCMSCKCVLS
# Rab7 wt modul – modulators of GTP binding to dog Rab7 wildtype GTPase. GTP binding activity (percent of control), % at 10 µM. AID 758. GST-Rab7 beads, fluorescent GTP binding, flow cytometry; actives lie on both sides; untreated = 100%, excess cold GTP = 0%. hit rate 0.055% among 190,000;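 active = fluorescent GTP binding to Rab7 beads changed by at least 20 points from the 100% baseline, either direction, mostly lower; inconclusive = compound itself probably fluorescent, or too few beads counted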;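 note: median green fluorescence of bound Bodipy-FL-GTP per Rab7 bead population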
# Rac1 wt GTP bind – alters GTP binding to wildtype human Rac1. P63000. GST-Rac1 beads, fluorescent GTP binding, flow cytometry; actives lie on both sides; 0 = cold GTP competed, 100 = untreated. GTP binding activity (% of control), % at 10 µM. hit rate 0.27% among 190,000;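 active = GTP binding activity at least 20 points away from the 100% control level, either lower or higher; inconclusive = compound flagged as likely green fluorescent, judged across all proteins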
# * = called active by the depositor; ? = inconclusive; · = not tested or not shown; [ ] = dose if it differs, or a comment.
SMILES,Rac1 mut GTP,Avidin bead fluor,Cdc42 wt,Mcl1-Noxa inh,Pf gamet viab,Rab2A wt mod,ABCG2 inh,ABCB1 inh,HRas wt GTP bind,Rab7 wt modul,Rac1 wt GTP bind
Cc1cccc(N2C(=O)C3CCC(c4ccccc4)CC3C2=O)c1 (stereo unspecified),100,5,98,18,28,96,5,1.1,98,99,102
Cc1cc(C)n(CC(=O)N/N=C/c2ccc3c(c2)OCO3)n1,101,2,100,8,·,98,4,-0.1,99,100,101
Cc1ccc(-c2[nH]c3ccccc3c2SCCNC(=O)c2ccc(S(=O)(=O)N3CCOCC3)cc2)cc1,97,8,100,-10,·,99,-3,0.1,99,96,101
Cc1ccc(-n2c(SCc3cc(=O)n4ccsc4n3)nnc2-c2cccnc2)c(C)c1,120*[activator],10,146*[activator],18,12,118,4,1.5,109,108,163*[activator]
Cc1cc(C)cc(N=c2c([N+](=O)[O-])nn(-c3cccc(Cl)c3)n2O)c1,98,10,99,-16,·,99,7,1.0,100,104,105
COc1ccccc1-n1c(N)c(C(=O)NCC2CCCO2)c2nc3ccccc3nc21 (stereo unspecified),97,33,97,5,·,100,16,1.8,99,97,100
O=C(c1cccc(C(F)(F)F)c1)C1CCCN(C(=O)CCCn2cncn2)C1 (stereo unspecified),97,5,98,-7,15,100,1,0.6,97,104,97
CN1CCCN(C(=O)Cc2c(Cl)cccc2Cl)c2nc3ccccc3nc21,96,15,96,15,·,96,5,1.9,97,97,97
O=C(NCCN1CCOCC1)N1c2ccccc2Sc2ccccc21,98,11,103,-1,·,102,4,0.8,102,102,107
CCOc1ccccc1C(=O)NCC(=O)OCC(=O)N1C(C)CCCC1C (stereo unspecified),96,37,99,2,·,99,8,-0.1,99,102,102
O=C(NCC(c1cccs1)N1CCOCC1)c1ccc(Cl)c([N+](=O)[O-])c1 (stereo unspecified),102,9,106,-10,6,102,4,0.5,101,101,109
CCOC(=O)CNc1c(-c2ccc(OC)cc2)nc2ccc(Cl)cn12,99,8,101,3,·,100,3,1.0,102,99,101
CC12CCCCC1(O)[N+](=O)C1=C(CCCC1)N2[O-] (stereo unspecified),101,11,101,15,-16,100,0,0.0,100,102,103
CC1CN(C(=O)Nc2ccc(F)cc2)C2(CCCCCC2)O1 (stereo unspecified),90,9,97,10,·,97,4,0.8,97,96,95
CC(C)NC(=O)CSc1nnc2sc3ccccc3n12,95,8,99,4,·,97,1,0.1,99,100,99
O=C(Nc1nnc(C2CCCC2)s1)C1CCN(S(=O)(=O)c2ccc(Cl)cc2)CC1,100,24,108,1,-19,100,2,0.5,98,100,109
COC(=O)C1=C(C)NC(=S)NC1c1ccc(OC(=O)c2ccco2)cc1 (stereo unspecified),94,15,97,7,-9,94,1,0.5,95,94,98
O=C(CSc1nc(-c2ccc(Cl)cc2)cs1)Nc1cccc([N+](=O)[O-])c1,99,5,100,15,12,97,-2,-0.1,97,97,99
Cc1ccc2oc(-c3ccccc3C(=O)O)cc(=O)c2c1,99,21,102,7,9,102,6,1.2,102,98,102
CC1=C(C(=O)OC(C)C)C2(O)C(=O)c3ccccc3C2(O)N1 (stereo unspecified),97,16,97,-9,·,97,-1,-0.1,96,97,103
CCC(=O)Nc1ccc(S(=O)(=O)Nc2cc(C)on2)cc1,99,21,102,-2,·,100,1,0.1,103,105,105
CC(C)(C)C1CCc2c(sc(N)c2C(N)=O)C1 (stereo unspecified),100,25,102,26,·,100,9,-0.1,99,99,109
Cc1ccccc1C1CCCN(C(=O)c2cc(COc3c(F)cccc3F)on2)C1 (stereo unspecified),95,7,97,1,-10,96,2,1.2,95,97,98
CC(=O)OCCNC(=O)Cn1cnc2c1c(=O)n(C)c(=O)n2C,101,4,104,-2,·,101,1,-0.1,104,106,110
O=C(N/N=C/c1ccsc1)c1ccccn1,96,8,95,14,24,103,6,0.3,100,104,101
CCN(CC)c1ccc(/C=C(\C#N)C(=O)NCc2ccccc2)cc1,95,3,94,11,·,94,5,0.9,96,96,99
O=C(CC(c1ccccc1)C1CCCCC1=O)c1ccco1 (stereo unspecified),100,20,101,4,·,100,0,0.5,102,99,106
CCCCC(CC)CNC(=O)Cn1c(=S)[nH]c2ncccc2c1=O (stereo unspecified),95,28,96,-2,·,97,0,0.3,97,102,97
COCCNC(=O)c1cc(-c2ccccc2OC)on1,100,6,102,10,·,102,1,0.5,102,99,103
CCCCNC(=S)NNC(=O)c1c(Cl)c(C)nn1C,98,5,98,14,-1,101,2,0.1,100,102,105
CCOc1cc(-c2noc(-c3ccncc3)n2)cc(Br)c1OC,99,34,101,-12,16,100,78,2.2,101,98,108
O=C(Nc1ccc(F)c(Cl)c1)C1CCN(S(=O)(=O)c2cccnc2)CC1,99,6,101,16,·,100,3,0.0,100,99,104
O=c1c2ccccc2cnn1Cc1n[nH]c(=S)n1-c1ccc(Cl)cc1,104,11,105,14,-25,103,-2,-0.2,103,100,105
CCOC(=O)NC(=O)C(=CNNc1ncc(C(F)(F)F)cc1Cl)C(=O)NC(=O)OCC,90,10,93,20,13,92,1,0.2,94,91,96
O=c1c2ccccc2sn1-c1nccs1,94,16,94,23,-4,97,0,-0.2,97,100,99
COc1ccccc1NC(=S)N(Cc1ccccn1)Cc1ccccc1Cl,96,9,98,28,·,99,4,0.8,98,100,98
COc1ccccc1C(=O)OCCNC(=O)Cn1cnc2c1c(=O)n(C)c(=O)n2C,99,10,101,-5,-5,101,11,2.0,101,103,104
COc1ccc(NC(C)=O)cc1NC(=O)CSc1nnc(-c2ccncc2)n1C,97,7,97,27,26,100,1,0.0,101,101,104
O=C(Nc1ccc2[nH]c(=O)[nH]c2c1)c1c(F)c(F)c(F)c(F)c1F,92,14,93,-1,1,94,0,0.1,95,97,94
Cc1nnc(SCc2ccc(Cl)cc2Cl)[nH]c1=O,101,15,108,-11,0,106,4,0.8,103,95,107
O=C(N1CCCCC1)C12CC3CC(CC(C3)C1)C2,98,5,103,11,·,99,7,0.3,101,98,108
Cn1nnnc1SCC(=O)N1CCc2ccccc2C1,98,12,99,3,·,102,2,0.5,101,99,96
COc1ccc(C2C(C(=O)NCCN3CCOCC3)c3ccccc3C(=O)N2C2CCCCC2)cc1 (stereo unspecified),100,34,100,5,-6,101,12,6.8,99,101,107
Cc1cc(NC(=O)COC(=O)c2cc(S(=O)(=O)N3CCOCC3)ccc2N2CCCCC2)no1,98,13,97,6,·,100,40,3.0,98,96,104
Cc1ccc(-c2cc(C(=O)NCc3cccnc3)no2)cc1,96,10,99,11,·,100,7,0.2,97,96,102
OC1CCCN(c2ncnc3c2nnn3Cc2c(F)cccc2Cl)C1 (stereo unspecified),93,6,94,-17,9,97,-1,-0.3,95,102,95
COc1cccc(C(=O)Nc2ccc(-c3nnc(-c4ccco4)o3)cc2)c1,95,26,96,17,·,96,-1,-0.5,96,98,95
O=C(COc1cccc2c1CCN(Cc1ccccc1F)C2=O)N1CCOCC1,96,8,97,-11,·,98,0,0.3,97,99,99
COc1ccc(N2C(=O)CC(Sc3nnnn3-c3ccc(F)cc3)C2=O)cc1 (stereo unspecified),95,7,99,11,12,99,0,-0.3,96,99,91
O=c1cc(CO)oc(C(Nc2ccccn2)c2ccc(C(F)(F)F)cc2)c1O (stereo unspecified),97,24,98,37,·,97,-3,-0.8,98,96,100
CCOC(=O)C1CCN(Cc2cc(=O)n3c(-c4ccccc4)csc3n2)CC1,97,7,97,2,·,98,7,0.1,97,100,98
COCCCNC(=O)CN(C1CCCCC1)S(=O)(=O)c1ccc(C)cc1,99,28,104,1,18,100,19,1.4,100,99,107
O=c1c2ccccc2nc(-c2ccccc2)n1Cc1ccccc1,99,15,99,8,-10,97,16,2.2,100,103,103
COc1cc(/C=C/C(=O)OCC(=O)N2CCN(S(=O)(=O)c3ccc(C)cc3C)CC2)ccc1O,101,19,100,22,-28,97,0,1.2,100,97,102
Cc1oc(-c2ccccc2)nc1C(=O)O,94,12,95,4,·,98,0,0.2,100,105,101
CCc1nnc(NS(=O)(=O)c2ccc(N/C=C\C(=O)c3cccc4ccccc34)cc2)s1,97,5,95,29,-10,97,2,0.5,94,100,94
O=S(=O)(NC1CCCCC1NCc1ccco1)c1ccccc1 (stereo unspecified),98,10,107,-21,-16,101,0,0.2,105,104,109
CCC(=O)NC(c1ccccc1OC)c1ccc2cccnc2c1O (stereo unspecified),100,21,101,-61,·,102,2,0.6,101,99,106
CC1(C)COCN1S(=O)(=O)c1ccc(C(=O)Nc2nnc(-c3ccc(Cl)s3)o2)cc1,98,32,100,-81,·,98,-1,-0.6,100,95,103
CCC(=O)Nc1ccc(-c2ccc(NC(=O)CC)c(OC)c2)cc1OC,96,23,95,-3,-17,98,0,0.0,98,102,102

# Next part
SMILES,Rac1 mut GTP,Avidin bead fluor,Cdc42 wt,Mcl1-Noxa inh,Pf gamet viab,Rab2A wt mod,ABCG2 inh,ABCB1 inh,HRas wt GTP bind,Rab7 wt modul,Rac1 wt GTP bind
CCn1cc(Br)c(C(=O)Nc2ccc(OC)cc2)n1,?,9,?,3,·,?,1,-0.1,?,?,?
CC1(C)CN(c2ccccc2)N(C(=O)c2ccc(F)cc2)C1=O,99,5,98,-10,·,99,3,0.5,99,99,98
CCc1ccc(C2NC(=S)NC3=C2C(=O)N(c2ccccc2OC)C(c2ccc(CC)cc2)N3)cc1 (stereo unspecified),101,13,100,-11,4,104,0,0.1,102,99,98
COc1ccc(S(=O)(=O)CCC(=O)N2CCN(c3ccc(F)cc3)CC2)cc1,98,6,101,17,-39,97,0,0.8,97,96,101
O=C(CN1C(=O)c2ccc([N+](=O)[O-])cc2C1=O)Nc1nccs1,97,11,96,6,-10,98,3,1.0,97,100,97
COC(=O)c1cccc(NC(N)=S)c1,101,10,100,5,17,100,1,0.2,101,103,102
CCOC(=O)c1cnc2ccccc2c1Nc1ccc2c(c1)OCCO2,99,11,99,11,14,99,23,3.0,100,100,104
COc1ccc(C(=O)Nc2cc(OC)ccc2OC)cc1,98,17,101,5,·,98,11,0.9,100,101,104
O=[N+]([O-])c1ccccc1N/N=C1\CC2CC=CC12 (stereo unspecified),95,12,94,22,-22,97,16,1.3,97,107,99
